FBW7 activator: FBW7 E3 ligase activators, primary screen, biochemical, AlphaScreen, human. F-box/WD repeat-containing protein 7 (Homo sapiens), Q969H0. AlphaScreen FBW7–phospho-cyclin E peptide binding, activator screen. normalized activity (activation), % at 26.1 µM. 650,000 tested, 0.13% active; in the data active = normalized activity above about 1.9%;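 note: purified mutant Fbw7 with reduced substrate affinity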
TEAD-YAP block: TEAD-YAP interaction inhibition, primary screen, TEAD-YAP interaction inhibitor project, luminescence, HEK-TIYL cells | TEAD-Gal4/YAP UAS-luciferase luminescence | inhibition, % at 9.12 µM | 640,000 tested, 1.4% active | AID 1259422, 2018; in the data active = inhibition above about 32%;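 note: 0% = median of test compound wells and 100% = reference inhibitor wells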
GPR151 activ: activators of human GPR151, primary screen, cell-based, PathHunter beta-arrestin, luminescence. PathHunter beta-arrestin GPR151 cells. 650,000 tested, 1% active. activation, % at 11.2 µM. G-protein coupled receptor 151 (Homo sapiens), Q8TDV0; in the data active = activation above about 4.9%;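 note: 0% = median of compound wells and 100% = cells with positive control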
Target sequence (Q8TDV0 whole entry, looked up): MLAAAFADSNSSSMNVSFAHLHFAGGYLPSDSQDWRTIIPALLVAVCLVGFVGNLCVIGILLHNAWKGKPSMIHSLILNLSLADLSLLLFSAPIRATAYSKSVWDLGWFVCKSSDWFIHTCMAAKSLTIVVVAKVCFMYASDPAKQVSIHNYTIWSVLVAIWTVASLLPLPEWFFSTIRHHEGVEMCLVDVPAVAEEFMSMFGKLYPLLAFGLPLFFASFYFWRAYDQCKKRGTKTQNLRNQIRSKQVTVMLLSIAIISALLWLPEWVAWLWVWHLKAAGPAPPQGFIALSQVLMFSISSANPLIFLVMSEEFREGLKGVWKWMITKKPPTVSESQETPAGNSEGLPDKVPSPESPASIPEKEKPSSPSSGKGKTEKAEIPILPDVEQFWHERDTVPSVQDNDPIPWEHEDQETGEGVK
MITF primary: MITF inhibitors, primary screen, biochemical, AlphaScreen, human; AlphaScreen MITF homodimerization, bead proximity signal; inhibition, % at 2.6 µM; 650,000 tested, 0.91% active; Microphthalmia-associated transcription factor (Homo sapiens), O75030; in the data active = inhibition above about 50%;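 note: 0% = vehicle wells with protein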
Target sequence (O75030 whole entry, looked up): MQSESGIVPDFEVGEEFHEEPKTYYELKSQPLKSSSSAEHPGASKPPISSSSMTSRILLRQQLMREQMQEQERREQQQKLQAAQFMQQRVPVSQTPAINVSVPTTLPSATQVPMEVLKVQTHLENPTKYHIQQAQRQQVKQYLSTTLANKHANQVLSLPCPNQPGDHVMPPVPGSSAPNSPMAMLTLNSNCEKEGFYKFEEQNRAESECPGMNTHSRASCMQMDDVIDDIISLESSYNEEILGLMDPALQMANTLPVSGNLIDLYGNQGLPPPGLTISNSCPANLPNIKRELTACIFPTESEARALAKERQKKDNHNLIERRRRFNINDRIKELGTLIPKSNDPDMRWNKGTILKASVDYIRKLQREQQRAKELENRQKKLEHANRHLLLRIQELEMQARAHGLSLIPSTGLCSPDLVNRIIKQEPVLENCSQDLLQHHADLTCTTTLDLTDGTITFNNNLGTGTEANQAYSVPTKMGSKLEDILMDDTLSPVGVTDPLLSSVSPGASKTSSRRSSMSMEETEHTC
The depositor's hits bear a star. Compounds were not picked by outcome, and some 3.5% of all compounds hit somewhere here.

Compound	TEAD-YAP block	GPR151 activ	MITF primary	FBW7 activator
CCOC(=O)N1CCN(C(=O)c2ccc3c(Cl)c4c(nc3c2)CCCC4)CC1	-12	-0.8	4	-0.1
CSc1ccccc1NC(=O)C1CC(=O)c2ccccc21 (centres undefined)	-18	-0.9	-3	0.0
CCC(=O)N1CCN(c2ccc(NC(=O)c3cc(OC)cc(OC)c3)cc2Cl)CC1	2	0.8	2	-0.1
CCOCCOC(=O)C1=C(C)NC2=C(C(=O)CC(C)(C)C2)C1c1ccc(OCc2ccccc2)c(OC)c1 (centres undefined)	7	0.8	6	0.0
O=C(c1cc2c(=O)n3ccccc3nc2s1)N1CCC2(CC1)OCCO2	-15	1.4	-8	-0.1
COc1cccc(C2NC(c3cccc(OC)c3O)C(C)C(=O)C2C)c1O (centres undefined)	-1	-0.4	-7	0.3
COc1ccc2c(c1)-c1c(ssc1=S)C(C)(C)N2C(=O)c1sc2ccccc2c1Cl	1	-0.7	31	0.3
CCCc1[nH]n(-c2ccc([N+](=O)[O-])cc2)c(=O)c1C=NCc1ccc(OC)cc1	4	-4.3	1	-0.1
CCOC(=O)C1=C(C)NC(=O)CC1c1ccc(Cl)c(Cl)c1 (centres undefined)	4	0.2	12	0.4
CC1CCN(C(=O)C23CC4CC(CC(C4)C2)C3)CC1	3	0.4	-12	0.0
Cc1noc(-c2ccc(NC(=O)C3(c4ccccc4)CCOCC3)cc2)n1	6	-0.3	15	0.3
O=c1[nH]snc1N1CCOCC1	14	0.1	8	0.2
CCOC(=O)c1cc(S(=O)(=O)N2CCN(Cc3ccccc3)CC2)cn1C	-3	3.4	2	0.1
Cc1ccc(NS(=O)(=O)c2ccc(CCC(=O)Nc3cccc([N+](=O)[O-])c3)cc2)cc1	9	-1.4	19	0.3
COC(=O)c1ccc(COn2c(=O)c(C)[n+]([O-])c3ccccc32)cc1	-6	1.8	-6	-0.2
Cc1cccc(C)c1NC(=O)c1cc(S(=O)(=O)N2CCN(c3ccccc3F)CC2)ccc1F	7	-0.8	10	0.1
CCCC(=O)Nc1sc2c(c1C(=O)Nc1ccccc1)CCC2	7	-1.0	19	-0.1
COCCCNCC#CCOc1ccc(OC)cc1	-1	-0.5	27	0.0
Cc1c(C)n2c(SCC(=O)N3CCCC3)nnc2[nH]c1=O	11	-3.0	18	0.7
O=C(CCNc1ccc(F)c(Cl)c1)c1ccco1	0	0.6	6	-0.2
O=C(O)CC1NC(=S)NC1=O (centres undefined)	2	-1.3	5	-0.1
Cc1ccccc1N1C(=O)CN(C(=O)C2Cc3ccccc3O2)CC1C (centres undefined)	-12	-0.5	-10	0.0
Cc1cnc(C)c(N2CCN(c3nncc(-c4cccc(Cl)c4)n3)CC2)n1	-15	1.6	-3	0.2
O=C1OC(/C=C/c2ccc(Cl)cc2)=NC/1=C\c1cccc2ccccc12	2	1.0	11	0.0
O=[N+]([O-])c1ccc(NCn2nc(-c3ccccc3O)oc2=S)cc1	-10	-1.1	6	0.0
COc1cc(-c2nnc(SCc3cc(=O)n4ccccc4n3)nc2-c2cc(OC)c(OC)c(OC)c2)cc(OC)c1OC	-23	-0.9	11	-0.1
COc1ccc(-c2nc(NC3CC3)c3ncn(CCN4CCCC4=O)c3n2)cc1	-7	-1.6	9	0.5
O=C(NCCc1ccc(O)cc1)c1ccc2nc(Nc3ccc(-n4ccnc4)cc3)sc2c1	3	1.6	2	0.1
CSc1nnc(Nc2c(C)cccc2C)s1	-4	0.8	-8	0.1
Oc1ccc(Cl)cc1C1=Nc2ncnn2C(c2ccccc2)C1 (centres undefined)	11	-0.1	9	-0.5

Compound	TEAD-YAP block	GPR151 activ	MITF primary	FBW7 activator
O=C(CSc1ccccn1)Nc1ccc(Sc2ccc(NC(=O)CSc3ccccn3)cc2)cc1	17	-0.8	10	0.0
Cc1onc(-c2ccccc2)c1C(=O)NNC(=O)c1c(-c2ccccc2)noc1C	-3	-0.1	5	0.0
O=C(Nc1ccc(Br)cn1)c1ccccc1Br	-46	-0.1	4	0.1
CC(C)n1c(-c2ccc(C(N)=O)cc2)nc2c(NCCc3ccc(O)cc3)ncnc21	-3	2.9	10	-0.1
Cc1cc(OCC(=O)NNC(=S)NCC2CCCO2)cc(C)c1Cl (centres undefined)	3	-1.3	25	0.3
C/C(=N\NC(=O)c1ccc(N2CCCC2=O)cc1)c1ccccn1	-1	9.1*	-14	-0.2
CCOC(NC(=O)Nc1nccs1)(C(F)(F)F)C(F)(F)F	0	0.6	4	0.0
CC1Oc2ccc([N+](=O)[O-])cc2N(Cc2ccccn2)C1=O (centres undefined)	11	-0.7	-2	-0.1
CC1CN(CC(=O)NCc2ccc3ncccc3c2)Cc2ccccc2O1 (centres undefined)	-6	0.0	24	0.2
NC(=O)c1ccccc1NS(=O)(=O)c1ccc(F)cc1	1	0.3	11	-0.1
CCN1CCN(C(=O)CNC(=O)Cn2cnc3c(c2=O)C2CCCCC2S3)CC1 (centres undefined)	0	-1.1	3	0.0
O=c1[nH]c2ncc(-c3cccc(F)c3)nc2n1CC1CCOCC1	-5	2.0	12	-0.4
Cc1cc(N2CCN(C3c4ccccc4-c4ccccc43)CC2)n2c(nc3ccccc32)c1C#N	-9	1.6	-5	0.0
CCCNC(=O)C(C)Oc1ccc(Cl)cc1Cl (centres undefined)	-8	0.1	2	-0.1
COc1ccccc1C(=O)OC1CCCN(C)C1 (centres undefined)	4	-0.6	0	0.0
CCN(Cc1ccccc1)C(=O)Nc1ccc(-c2cn[nH]c2)cc1O[C@H]1CCN(C)C1	-12	-1.5	21	-0.1
Cc1cc[n+](CC(=O)Nc2ccccc2)c2ccccc12	16	1.1	-2	-0.1
COc1nc(-c2ccccc2)c2cc(C)ccc2n1	-1	-0.3	-9	0.0
COCCNC(=O)c1ccc(N(Cc2ccccc2Cl)S(C)(=O)=O)cc1	-5	-0.9	-17	-0.1
CCOc1ccc(/C=N\NC(=O)COc2cc(C)ccc2C)c(O)c1	-3	1.7	15	-0.1
c1ccc(Cn2c(Nn3cnnc3)nc3ccccc32)cc1	1	0.0	3	0.1
COc1ccc(C(=O)N2CCCC(N3CCC(CO)CC3)C2)o1 (centres undefined)	0	-1.4	10	-0.1
Cc1nc(C)c(-c2ccc(SCc3ccc(F)cc3)nn2)s1	-6	-0.3	-2	-0.1
CC1=NC(C(F)(F)F)(C(F)(F)F)NN1c1ccccc1	-6	-0.2	1	-0.2
O=C(CC1(C(=O)O)CCCCC1)NC1CC1	-15	1.2	-2	0.1
COc1ccc(OC)c(NC(=O)CN2C(=O)CSC(C)C2=O)c1 (centres undefined)	-5	1.2	-1	-0.1
COc1ccccc1-c1csc(NC(=O)c2cc(-c3ccccc3)nc3ccccc23)n1	2	2.4	0	0.0
O=C(NCCN1CCOCC1)c1ccnc(Nc2ccc(N3CCOCC3)cc2)c1	-12	-0.7	9	0.7
CNC(=O)Nc1ccccc1C(=O)N1CCCCC1	5	1.2	11	0.2
CCOc1ccc(NC(=O)c2cnc(N3CCN(c4ccccc4OC)CC3)c3ccccc23)cc1	7	0.1	-20	-0.1

Compound profiles (already shown).
COc1ccc2c(c1)-c1c(ssc1=S)C(C)(C)N2C(=O)c1sc2ccccc2c1Cl as listed: TEAD-YAP block: 1; GPR151 activ: -0.7; MITF primary: 31; FBW7 activator: 0.3
CC1Oc2ccc([N+](=O)[O-])cc2N(Cc2ccccn2)C1=O (centres undefined) as listed: TEAD-YAP block: 11; GPR151 activ: -0.7; MITF primary: -2; FBW7 activator: -0.1
Cc1nc(C)c(-c2ccc(SCc3ccc(F)cc3)nn2)s1 as listed: TEAD-YAP block: -6; GPR151 activ: -0.3; MITF primary: -2; FBW7 activator: -0.1

New compounds follow
Compound	TEAD-YAP block	GPR151 activ	MITF primary	FBW7 activator
Cc1ccc(-c2csc(Nc3c(C)n(C)n(-c4ccccc4)c3=O)n2)cc1	11	0.5	11	0.0
CCCCc1ccc(-c2ccc(Br)cc2O)nc1	-32	3.1	2	0.1
Cc1ccc(S(=O)(=O)CCC(=O)NCc2ccc(Cl)cc2)cc1	-6	-0.4	7	0.3
Cc1ccc(OCCCN2CCOCC2)c(C)c1	-3	-0.1	-1	-0.1
COc1ccc(CCCC(=O)Nc2ccccc2F)cc1	-36	-1.4	6	0.1
CCCC1CCC(c2ccc(C#N)cc2)CC1 (centres undefined)	3	2.5	9	-0.1
O=C(O)CNC(=O)CNS(=O)(=O)/C=C/c1ccccc1	1	0.2	-4	0.0
CC1=C(C(=O)OC(C)C)C(c2cccc(F)c2)C2=C(CC(C)(C)CC2=O)N1 (centres undefined)	2	1.5	-1	0.0
Cc1nc2sccn2c(=O)c1S(=O)(=O)Nc1ccc(Br)cc1F	4	0.3	-3	-0.1
O=C(Cn1nnc2ccccc21)c1cccc([N+](=O)[O-])c1	-6	-1.8	4	0.1
COC(=O)C1=C(C)NC2=C(C(=O)CC(c3ccc(Cl)cc3)C2)C1c1cc(OC)ccc1OC (centres undefined)	13	-0.2	-19	0.0
Cc1cccc2cc(CN(CC3CCCO3)C(=O)CCC(N)=O)c(N(C)C)nc12 (centres undefined)	6	0.5	7	0.2
COc1cccc(C(=O)N2CCN(c3ccc(Cl)cc3)CC2)c1OC	-1	-0.7	23	0.2
Cc1c(NS(=O)(=O)c2ccc(N)cc2)c(=O)n(-c2ccccc2)n1C	1	-0.2	6	-0.1
O=C(CCCCCn1c(=S)[nH]c2ccsc2c1=O)NCc1ccccc1	-5	0.1	-2	-0.3
CCCC(=O)n1nc(-c2cccnc2)nc1NCc1cccs1	-2	-0.2	-3	0.0
CCOc1ccc(CN2CCN(Cc3cccn3-c3ncccn3)CC2CCO)cc1 (centres undefined)	0	-1.1	7	0.5
CCCNC(=O)C1Sc2nnc(-c3ccccc3)n2NC1c1ccc(OC)cc1 (centres undefined)	-3	-0.4	5	0.0
NC(=O)c1c(NC(=O)c2ccccc2F)sc2c1CCCCCC2	-56	1.1	3	0.0
Cc1ccc(C(=O)N2CCN3C(=O)[C@@H](C(C)C)NC(=O)[C@H]3C2)cc1F	-7	-0.5	19	0.2
CC(C)NC(=O)C1CCCN1C(=O)Nc1ccccc1[N+](=O)[O-] (centres undefined)	6	-0.1	-4	0.0
CC(=O)c1ccc(NC(=O)c2ccc(Cl)c(S(=O)(=O)N3CCOCC3)c2)cc1	-16	0.7	1	-0.1
CC(=O)Nc1ccc(-c2nnn(CC(=O)Nc3ccc(C)cc3C)n2)cc1Cl	4	0.5	-8	-0.1
N#Cc1nc(-c2ccc(F)cc2)oc1NCc1cccc2c1OCO2	-7	0.9	-8	-0.1
Cc1nc2ccc(S(=O)(=O)NC(CC(C)C)C(=O)N3CCCC(C)C3)cc2s1 (centres undefined)	11	0.7	5	-0.1
CCOC(=O)c1cc2c(c(CSc3nc4ccccc4c(=O)n3C3CC3)c1)OCOC2	3	0.1	1	-0.1
CCCN1CCc2nc(NC(=O)c3sc4ccccc4c3Cl)sc2C1	34*	-1.3	8	0.1
CN(C)S(=O)(=O)c1cc(C(=O)O)ccc1Cl	-3	1.4	8	0.1
CC(C)C[C@@H]1NC(=O)[C@H]2CN(C(=O)c3cccc4ccccc34)CCN2C1=O	-3	1.3	7	0.1
O=C(NC12CC3CC(CC(C3)C1)C2)c1cc2cc(Br)ccc2oc1=O	-18	-2.2	10	0.3

Compound	TEAD-YAP block	GPR151 activ	MITF primary	FBW7 activator
COc1ccc(-n2c(SC)nnc2-c2ccc(OC)c(OC)c2)cc1	-3	0.9	11	0.2
O=C(c1csc(-c2ccccc2)n1)N1CCN(c2cc(N3CCOCC3)ncn2)CC1	-6	-0.4	8	-0.2
NC(=O)NC(=O)COC(=O)c1ccccc1NC(=O)c1ccco1	12	1.9	8	0.1
CCCN(C(=O)c1ccccc1C)c1c(N)n(Cc2ccccc2)c(=O)[nH]c1=O	6	0.5	19	0.0
CC(C)NCC(O)C1COc2ccccc2O1 (centres undefined)	10	-1.0	-4	-0.1
Cc1ccc(NC(=O)N2CCC(CO)(CCOc3ccccc3)CC2)c(C)c1	-8	1.1	3	0.0
CCOC(=O)c1ccc(N2C(=O)CC(N3CCN(C)CC3)C2=O)cc1 (centres undefined)	-11	-0.2	4	0.4
COc1ccc(Cl)c(C(=O)N/C(=C/c2cccc([N+](=O)[O-])c2)C(=O)Nc2ccc(C)c(F)c2)c1	2	-0.9	-56	0.3
O=C(NCC1CCCO1)c1cc(Sc2ccc(F)cc2)nc2ccccc12 (centres undefined)	3	-1.1	3	0.7

Grouped by structure: the entries above with a CF3 group (two)
Compound	TEAD-YAP block	GPR151 activ	MITF primary	FBW7 activator
CCOC(NC(=O)Nc1nccs1)(C(F)(F)F)C(F)(F)F	0	0.6	4	0.0
CC1=NC(C(F)(F)F)(C(F)(F)F)NN1c1ccccc1	-6	-0.2	1	-0.2
